Compound activity as filed in PubChem BioAssay.
Pf Dd2 inh: qHTS Primary assay for Inhibitors of Plasmodium falciparum Dd2 growth in vitro. P. falciparum Dd2 growth, SYBR Green, 72 h. AID 1347417, 2020. actives 4.3% (n = 120,000). Potency, µM (doses to about 28.9 µM), for inactives: at the top dose activity, negative = inhibition, most hits filed as inhibitors; active = well fitted inhibition curve with a large enough effect; inconclusive = small, poorly fitted or top-dose-only effect; inactive = no such curve, though single readings can be large or run the other way;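 note: plate controls were DMSO vehicle for no effect and reference drug for full effect; nearly all actives have a fitted effect of over 65% in size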
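Infected erythrocytes (Dd2, 0.3% parasitemia, 2.5% hematocrit final) are added to compound in RPMI-1640/Albumax II medium, grown 72 h at 37C in low oxygen, then lysed with saponin/Triton-X containing SYBR Green and read by fluorescence.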
An asterisk follows results filed as active; i = inactive; ? = inconclusive; [ ] = dose if it differs, or a comment. Potency is the fitted concentration of half-maximal effect. A portion of the library; count on the stated rates, not on these rows.

entry | Molecule | Pf Dd2 inh
1 | O=C(N[C@H]1CCN2C(=O)c3cc(-c4cccs4)ccc3NC(=O)[C@H]12)c1cccs1 | i
2 | Cn1ncc2c(N3CCN(S(N)(=O)=O)CC3)nc(-c3cccnc3)nc21 | ?
3 | COC[C@H]1CCCN1Cc1cn(-c2ccccc2C)nc1-c1ccc(OC)c(F)c1 | i
4 | CCN(CC)c1ncccc1CNC(=O)c1c(C)noc1C | -5%
5 | Cc1cc(Cl)ccc1C(=O)N1Cc2cnn(Cc3ccc(F)cc3)c2C1 | -26%
6 | COc1ccccc1C(=O)N1CCC2(CC1)NC(=O)N(c1ccc(F)cc1)N2 | -20%
7 | COC(=O)c1ccccc1NC(=O)c1cnc2c(-c3cccc(C)c3)c(C)nn2c1C | 25%
8 | CC(C)C[C@@H]1N[C@H](C(=O)NC2CCCC2)Cc2cn(CC3CC3)c3cccc1c23 | -16%[44.1 µM]
9 | COc1cccc(C(=O)N[C@@H]2CN(S(C)(=O)=O)C[C@H]2CN(C)C)c1 | -3%
10 | COc1ccccc1C(=O)N1CCC(N2CCCOC2=O)CC1 | 18%
11 | COC(=O)N1CCC2(C1)N=C(c1ccccn1)C(=O)N2 (stereo not given) | i
12 | N#Cc1ccccc1Nc1ccnc(N2CC3CCC(C2)N3CC(F)(F)F)n1 | ?
13 | Cn1cc(CN2CC[C@H](c3nc4ccccc4[nH]3)C2)c2ccccc21 | -5%[44.1 µM]
14 | O=C(NC1CCCCC1)N1CCCCCC1c1nc(-c2cccnc2)no1 (stereo not given) | ?
15 | Cc1ccc(S(=O)(=O)N2CCN(C3CCN(Cc4ccccn4)C3=O)CC2)c(C)c1 (stereo not given) | ?
16 | CCN(CC)c1ccc(C(=O)N2CCCC2c2nncn2Cc2ccncc2)cc1 (stereo not given) | -12%
17 | Cc1ccc(C(=O)N2CCCC3(C2)Nc2cccnc2NC3=NCc2ccccc2)cn1 (stereo not given) | i[5.79 µM]
18 | COc1ccc(CCN2Cc3cc(NC(=O)c4ccc(OC)cc4)ccc3OC(C)C2=O)cc1 (stereo not given) | i
19 | COc1ccc(C2Cn3cnc(C(=O)N4CCC(C(=O)Nc5cccc(C)c5)CC4)c3CO2)cc1 (stereo not given) | i
20 | CCc1ccc(CN(Cc2ccco2)C(=O)c2cc(-c3ccc(Cl)cc3)on2)cc1 | ?
21 | O=C(c1ccccc1)N1CCC2(CC1)NC(=O)N(Cc1ccccc1)C2=O | ?
22 | CN1CCCCCCN(C(=O)CCC2CCCC2)[C@H]2CCC[C@H]2C1=O | ?
23 | Cc1ccc(-c2[nH]ncc2CN2CC[C@@](C)(O)[C@H](N3CCCC3)C2)cc1 | ?
24 | Cc1ccc2c(c1)C(c1ccc(F)cc1)N(C(=O)COc1ccc(Cl)cc1Cl)CC(=O)N2 (stereo not given) | ?
25 | CN1C(=O)C(CC(=O)NCCc2c[nH]c3ccccc23)=C2CCCCC21 (stereo not given) | ?
26 | Cn1c(CO[C@H]2CN(Cc3cnc4ccccc4c3)C[C@H]2F)nc2ccccc21 | ?
27 | CCn1cc(S(=O)(=O)N2C[C@@H](Oc3ccccc3)C[C@@H]2C(=O)N2CCOCC2)cn1 | 6%
28 | CC(C)NC(=O)N1CCNC[C@@H]1C(=O)N[C@@H](CC1CCCCC1)C(N)=O | -15%[44.1 µM]
29 | O=C(C1CCC(O)CC1)N1CCCC(CCc2ccccc2C(F)(F)F)C1 (stereo not given) | -21%
30 | COc1ccc(Nc2ccc3c(n2)CN(Cc2nc4ccccc4s2)C(=O)CO3)cn1 | -12%[44.1 µM]
31 | O=C(NCCc1ccccc1)N(C1CCOCC1)C1CCN(Cc2ccccc2)CC1 | 5.6µM*
32 | CCc1ccc(S(=O)(=O)c2nnn3c2nc(N2CCC(C(N)=O)CC2)c2cc(Cl)ccc23)cc1 | i
33 | Cc1noc([C@@H]2CN(Cc3ccoc3)C[C@H]2CO)n1 | 6%
34 | COc1ccc(C(=O)N2CCC(C(NC(=O)c3ccccc3C)C(=O)NC(C)C(C)C)CC2)cc1 (stereo not given) | i
35 | CC(C)(C)CC(=O)NCCc1noc(-c2ccccc2)n1 | i
36 | COCCCNC(=O)Nc1cc(C(=O)NCc2ccc(OC)cc2)ccc1N1CCCC1 | 4%
37 | CCN1C(=O)N(Cc2cccc(OC)c2)C(=O)C12CCN(Cc1nc3ccccc3n1C)CC2 | ?
38 | COCCn1ccnc1C1CCN(C(=O)c2cccc(-n3cccn3)c2)CC1 | 1%
39 | CC(C)NC(=O)N1CCOc2ccc(CCC(=O)NC3CCS(=O)(=O)C3)cc2C1 (stereo not given) | 5%
40 | CCNc1cc(N2CCC(CCC(=O)NCC3CC3)CC2)ncn1 | 8%
41 | CCNC(=O)N1CCC(c2noc(-c3ccccc3)n2)C1 (stereo not given) | i[5.79 µM]
42 | Cc1ccc(S(=O)(=O)NC[C@H]2O[C@H](Cc3cc(COc4ccccc4)on3)CC[C@@H]2O)cc1 | i
43 | O=C(NCCN1CCOCC1)c1ccc(-c2ccc(N3CCCCCC3)nc2)cc1 | -23%
44 | Cc1nnc([C@H]2CCN(Cc3ccco3)C2)o1 | 7%[44.1 µM]
45 | NCc1ccccc1Oc1ccc(F)c(Cl)c1 | 11µM*
46 | CCc1ccc(S(=O)(=O)c2nnn3c2nc(NCc2ccc(F)cc2)c2ccccc23)cc1 | -24%
47 | CC1=NN(CC(=O)N2CCN(Cc3ncc[nH]3)CC(C(=O)O)C2)CC1 (stereo not given) | 3%
48 | CC(C)(CC(=O)O)CC(=O)N1C[C@@H]2C[C@H](C1)c1ccc(-c3cccc(C(F)(F)F)c3)c(=O)n1C2 | 0%
49 | COCCN1C(=O)CS(=O)C12CCN(C(=O)C1(c3ccc(OC)cc3)CC1)CC2 (stereo not given) | ?
50 | CCCC(=O)c1cc2c(cc1NC(=O)c1ccccc1F)OCCO2 | 0%

Pulled by compound from the entries so far (7):
entry | Molecule | Pf Dd2 inh
32 | CCc1ccc(S(=O)(=O)c2nnn3c2nc(N2CCC(C(N)=O)CC2)c2cc(Cl)ccc23)cc1 | i
37 | CCN1C(=O)N(Cc2cccc(OC)c2)C(=O)C12CCN(Cc1nc3ccccc3n1C)CC2 | ?
12 | N#Cc1ccccc1Nc1ccnc(N2CC3CCC(C2)N3CC(F)(F)F)n1 | ?
4 | CCN(CC)c1ncccc1CNC(=O)c1c(C)noc1C | -5%
22 | CN1CCCCCCN(C(=O)CCC2CCCC2)[C@H]2CCC[C@H]2C1=O | ?
16 | CCN(CC)c1ccc(C(=O)N2CCCC2c2nncn2Cc2ccncc2)cc1 (stereo not given) | -12%
43 | O=C(NCCN1CCOCC1)c1ccc(-c2ccc(N3CCCCCC3)nc2)cc1 | -23%

The listing continues:
entry | Molecule | Pf Dd2 inh
51 | CC(C)N(C)C1CCN(S(=O)(=O)c2ccc3[nH]c(=O)ccc3c2)CC1 | 21%
52 | O=C(NCC(c1cccnc1)N1CCc2ccccc2C1)C(=O)Nc1ccc(Cl)cc1 (stereo not given) | ?
53 | CN1CCN(CCCNC(=O)c2c(OCC3CC3)cc(=O)n3c2CCCCC3)CC1 | 53%[activator]
54 | CC(NC(=O)Nc1cc(Cl)ccc1Cl)c1c(-n2cccc2)sc2c1CCCC2 (stereo not given) | -25%
55 | COc1ccccc1CN1CCC(CNC(=O)c2cnn(-c3cccc(Cl)c3)c2C2CCN(C(=O)OC(C)(C)C)CC2)CC1 | 1.4µM*
56 | COc1ccc(-n2nc(C)c([C@@H]3C=C[C@@H](NCc4ccc(F)cc4)C3)c2C)cc1 | ?
57 | Cc1cc(C)cc(C(=O)N(Cc2nc(-c3ccc(Cl)cc3)no2)C(C)C)c1 | 20%
58 | COCC(=O)N1CCCC(C(=O)NCc2ccc(F)cc2Cl)C1 (stereo not given) | -3%
59 | CCn1cc(S(=O)(=O)N2CCCOCCNC(=O)[C@@H]3CCC[C@@H]32)cn1 | ?
60 | COc1ccc(C)cc1NS(=O)(=O)c1c(C(=O)N2CCCCCC2)c(C)n(C)c1C | ?
61 | Cc1ccc(-c2noc(CNC(=O)c3ccc(Br)o3)n2)cc1 | 28%
62 | CN(C)S(=O)(=O)N1CCC(Nc2cccnc2)C1 (stereo not given) | 60%[activator][5.79 µM]
63 | Cc1ccc(C(=O)NC2CCN(c3nc4ncccc4o3)CC2)cc1 | ?
64 | COc1cc(OC)cc(C(=O)Nc2cc3c(cc2N2CCCC2)n(C)c(=O)c(=O)n3C)c1 | 8%
65 | Cc1cccc(Nc2nc(Nc3cccc(C)c3)nc(N3CCOCC3)n2)c1 | 11µM*
66 | Cc1ccc(S(=O)(=O)c2nnn3c2nc(NCc2ccc(F)cc2)c2ccccc23)cc1C | -19%
67 | COCCOc1ccc2c(n1)CCN(C(=O)Cc1ccc(OC)cc1)C2 | i
68 | CCc1cc2c(cc3c(=O)n(CC(=O)NCCc4ccc(OC)c(OC)c4)ncn32)s1 | i
69 | Cn1cc(CNc2ccc(-c3nc(CCCc4ccccc4)no3)cn2)cn1 | -20%
70 | CC(=O)c1ccc(NC(=O)CN(C)S(=O)(=O)c2cccc3nsnc23)cc1 | 23%
71 | CN(C)C(=O)c1n[nH]c2c1CN(C(=O)c1ccc(F)c(F)c1)CC2 | -2%
72 | N#Cc1ccc(C(=O)N2CCC[C@H]2c2nc(-c3ccccc3)no2)cc1 | ?
73 | Cc1ccc(-n2c(=O)c3c(cnn3C)n(CC(=O)Nc3cc(C)ccc3C)c2=O)cc1 | ?
74 | COc1ccc(NC(=O)c2ccc3c(c2)OCCN(CCC(F)(F)F)C3)c(F)c1 | -23%[44.1 µM]
75 | CCc1ccc(-n2nnc(-c3nsc(NC(=O)c4ccccc4Cl)n3)c2C)cc1 | 5%
76 | COc1ccccc1NC(=O)CSC1=Nc2ccccc2C2=NC(CCC(=O)NCc3ccco3)C(=O)N12 (stereo not given) | 5%
77 | COCCC(=O)N1Cc2ccccc2OC2(CCN(C(C)C)CC2)C1 | ?
78 | O=C(CC1=C2CCCCC2N(Cc2ccc(F)cc2)C1=O)NC1CCS(=O)(=O)C1 (stereo not given) | i
79 | COc1ccc(/C=C/c2nc(C#N)c(NCCc3ccc(OC)c(OC)c3)o2)cc1OC | i
80 | COc1ccc(Nc2nc3cc(Cl)c(Cl)cc3n3cnnc23)cc1Cl | 5%
81 | Cc1ccc(S(=O)(=O)N(CCc2ccccc2)CC(=O)Nc2cc(C)ccc2C)cc1 | i
82 | COc1ccc(S(=O)(=O)NCC(c2ccco2)N2CCOCC2)cc1OC (stereo not given) | 61%[activator]
83 | CCCNC(=O)N1CCCC2(CCC(=O)N(Cc3cnc(C)cn3)C2)C1 (stereo not given) | 3%
84 | CCOC(=O)c1ccc(NC(=O)c2ccc(CN3C(=O)CCn4nc(C)cc43)cc2)cc1 | 31%[activator]
85 | O=C1NC(C(=O)NCc2ccc(OC(F)(F)F)cc2)Cn2cccc21 (stereo not given) | i
86 | Cc1ccc(CNC(=O)CN2C(=O)CC(c3ccc(C)c(C)c3)=Nc3ccccc32)cc1 | ?
87 | O=C(C1CCCC1)N1CC2(CCN(C3CCCCC3)C2)Cc2ccccc21 (stereo not given) | 10µM*
88 | COCCn1c(C)cc(O)c(C(c2ccccc2)N2CCC(C)CC2)c1=O (stereo not given) | i
89 | CCc1ccc(-n2nc(C)c3c(C)cc(=O)n(CC(=O)Nc4cc(Cl)ccc4OC)c32)cc1 | 15%
90 | O=C(Cn1ccn(-c2ccc(F)c(F)c2)c(=O)c1=O)c1ccc(F)cc1 | i
91 | CC(=O)Nc1ccc(C(=O)N2C3CCC2CN(C(C)C)C3)cc1 | 11%
92 | COc1ccc(Nc2c(-c3ccccn3)nc3ccc(Cl)cn23)cc1 | -28%
93 | COc1cccc(NC(=O)N[C@H]2CCN(C(=O)c3cccn3C)[C@@H]2C(=O)N[C@@H](Cc2cccs2)C(N)=O)c1 | i
94 | COc1ccc(CNC(=O)c2cc(-c3ccc(F)cc3)cc3ncn(C)c23)cc1OC | i
95 | CC1(CCCCc2ccccc2)COc2ccc(C(=O)N3CC(O)C3)cc2N1 (stereo not given) | ?
96 | CC(C)CCn1c(=O)c2cccnc2n(CC(=O)Nc2ccccc2)c1=O | ?
97 | CNc1oc(-c2ccc(COc3ccc(C)cc3)o2)nc1C#N | -16%
98 | COC(=O)c1c(NC(C)=O)c2cc(NC3CCCCCC3)cnc2n1CC1CCCO1 (stereo not given) | -13%
99 | O=C(CCN1CCCCO1)NC1CCCc2nc(-c3ccccc3)ncc21 (stereo not given) | -2%
100 | Cc1cccc(OCc2nc(C#N)c(NCc3ccccc3Cl)o2)c1 | 12%

The list goes on.
entry | Molecule | Pf Dd2 inh
101 | CN(Cc1ccc(-c2ccccc2)cc1)C(=O)Cc1cccc(Cl)c1 | ?
102 | Cc1ccccc1OCC(=O)N(Cc1ccc(N(C)C)cc1)CC1CCCO1 (stereo not given) | -8%
103 | CCc1nncn1C1CCN(C(=O)Nc2ccc(Cl)cc2F)C1 (stereo not given) | 13%
104 | CC(=O)c1ccc(NC(=O)c2c3c(nc4ccccc24)C(=O)N(C2CCCCC2)C3)cc1 | ?
105 | CSc1ccc(CCNC(=O)C2CCCN(S(=O)(=O)N(C)c3ccc(F)cc3)C2)cc1 (stereo not given) | 321%[activator][5.79 µM]
106 | CCc1ccc(C(=O)c2cn(CC(=O)Nc3ccc(OC)c(Cl)c3)c3nc(C)ccc3c2=O)cc1 | ?
107 | O=C1CCC2(CCN(C(=O)C3CCc4ccccc43)CC2)CN1CCO (stereo not given) | -4%
108 | Cc1ccccc1Nc1c(-c2ccc(Cl)cc2)nc2c(C)cccn12 | ?
109 | Cc1nccn1CCCC(=O)NC1CC(c2nnc(CO)n2C2CC2)C1 (stereo not given) | -22%
110 | C#CCNC(=O)C[C@@H]1c2nc(NC(=O)N3CCOCC3)sc2C[C@@H]2[C@](C)(CO)[C@H](O)CC[C@]21C | ?
111 | CCc1ccccc1NC(=O)c1ncoc1-c1ccco1 | -3%
112 | Cn1ccnc1CN1CCOC[C@H](Oc2ccc(C(F)(F)F)cc2)C1 | ?
113 | CC(=O)Nc1ccc(CN2CCCC(N3CCN(c4ccccc4)CC3)C2)cc1 (stereo not given) | -23%
